# Compound activity from PubChem.
# RORg inh: qHTS for inhibitors of ROR gamma transcriptional activity | Drosophila S2 Gal4-RORgamma UAS-luciferase reporter, 20 h | hit rate 5.4% among 310,000 | Nuclear receptor ROR-gamma (Mus musculus), P51450 | Potency, µM (series often up to 53.6 µM), for inactives: at the top dose activity change, negative = inhibition, actives largely listed as inhibitors; further: potency means the concentration at half of the fitted maximal effect; on the % scale 0 is the no-effect control and ±100 the full control effect; nearly all actives have a fitted effect of over 60% in size
# Target sequence (P51450 whole entry, looked up, the tested form may be a part): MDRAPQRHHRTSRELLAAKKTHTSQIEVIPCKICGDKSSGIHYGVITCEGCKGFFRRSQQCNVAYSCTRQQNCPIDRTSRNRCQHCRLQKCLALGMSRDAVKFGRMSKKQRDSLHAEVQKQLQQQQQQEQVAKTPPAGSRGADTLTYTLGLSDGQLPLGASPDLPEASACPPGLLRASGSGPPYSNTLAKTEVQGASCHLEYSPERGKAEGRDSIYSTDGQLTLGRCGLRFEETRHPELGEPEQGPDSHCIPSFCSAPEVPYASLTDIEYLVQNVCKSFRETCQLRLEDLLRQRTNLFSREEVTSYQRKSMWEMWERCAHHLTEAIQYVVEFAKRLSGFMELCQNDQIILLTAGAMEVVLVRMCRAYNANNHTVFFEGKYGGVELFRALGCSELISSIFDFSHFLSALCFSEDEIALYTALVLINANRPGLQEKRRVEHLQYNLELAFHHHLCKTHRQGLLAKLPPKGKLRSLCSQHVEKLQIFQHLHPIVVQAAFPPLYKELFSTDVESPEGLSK
#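 Using a luciferase readout, inhibitors were identified by reduced reporter activity in Drosophila cells coexpressing a copper-inducible Gal4–ROR gamma fusion and UAS-driven Photinus luciferase, incubated 20 hr after 700 uM copper sulfate.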
# Rab9 promoter act: qHTS Assay for Rab9 Promoter Activators; hit rate 2.8% among 320,000; AID 485297, 2010; Potency, µM (titrated, usually from 9.22 µM), for inactives: at the highest dose activation, negative = inhibition, hits mostly activators; Huh7 Rab9 promoter-luciferase reporter, luminescence, 24 h; further: potency means the concentration at half of the fitted maximal effect; % of control where 0% means no effect; nearly all actives have a fitted effect of over 60% in size
#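 Measured in stably transfected Huh7 cells bearing a Rab9 promoter–luciferase construct: 24 h compound treatment at 37 °C, followed by luminescence detection.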
# Menin MLL FP TR: qHTS Assay for Inhibitors Targeting the Menin-MLL Interaction in MLL Related Leukemias: Competition With Texas Red Labeled MLL-derived Mutant Peptide; O00255; hit rate 0.23% among 270,000; Menin + Texas Red MLL mutant peptide, fluorescence polarization; Potency, µM (highest dose often 61.6 µM), inactives show top-dose FP activity change, negative = inhibition, hits mostly inhibitors; active means well fitted inhibition curve with a large enough effect in the polarisation, with a control signal flat, not every such curve was filed as active; inconclusive means small, poorly fitted or top-dose-only effect, or effect the other way, or a change in a side signal; inactive means no such curve, though single readings can be large or run the other way; the % refers to the polarisation; further: potency means the concentration at half of the fitted maximal effect; % of control where 0% means no effect; many of its hits are not listed in these tables
# NPC1 promoter act: qHTS Assay for NPC1 Promoter Activators; Potency, µM (highest dose often 9.22 µM), for the others: top-dose activation, usual class: activators; Huh7 NPC1 promoter luciferase reporter, 24 h; hit rate 2.4% among 320,000;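 further: potency means the concentration at half of the fitted maximal effect; % of control where 0% means no effect; nearly all actives have a fitted effect of over 60% in size; reporter is driven by a mutant NPC1 promoter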
#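 Compounds in DMSO were transferred onto Huh7 NPC1-luciferase reporter cells pre-incubated 2 h; after 24 h at 37 °C, Amplite reagent was dispensed and luminescence recorded 10 min later.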
# KCNH2 3.1 block: qHTS for Inhibitors of KCHN2 3.1: Mutant qHTS; U2OS KCNH2 3.1, thallium flux FluxOr; active compounds read low; hit rate 0.95% among 340,000; activity change, % (tested at about 1.8 µM); Potassium voltage-gated channel subfamily H member 2, brain isoform KCNH2 3.1 (human);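 active means maximum activity change below -70%; inconclusive means maximum activity change from -70% to -50%; inactive means maximum activity change above -50%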;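 further: thallium influx rate constant from kinetic fluorescence after stimulation buffer; on the % scale 0 is the no-effect control and ±100 the full control effect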
#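 Measured as rate of thallium-driven FluxOr signal in transduced U2OS cells carrying the 3.1 channel, read kinetically for 2 min upon stimulation; values are rate constants scaled to DMSO control wells.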
# VP16 counter: VP16 counterscreen qHTS for inhibitors of ROR gamma transcriptional activity; Drosophila S2 Gal4-VP16 UAS-luciferase, luminescence, 20 h; Potency, µM (top dose mostly 53.6 µM), for the others: at the highest dose activity, negative = inhibition, usual class: inhibitors; hit rate 3.5% among 310,000;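 further: Gal4-VP16 expression switched on by copper sulfate through the metallothionein promoter; potency means the concentration at half of the fitted maximal effect; on the % scale 0 is the no-effect control and ±100 the full control effect; nearly all actives have a fitted effect of over 50% in size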
# ELG1 repair inh: qHTS screen for small molecules that inhibit ELG1-dependent DNA repair in human embryonic kidney (HEK293T) cells expressing luciferase-tagged ELG1; HEK293T ELG1-luciferase reporter, luminescence, 16 h; DNA damage induced by 5-fluorouridine; Potency, µM (top dose mostly 46.1 µM), for the others: top-dose activity change, negative = inhibition, hits mostly inhibitors; hit rate 2.3% among 330,000; AID 504467, 2011; further: potency means the concentration at half of the fitted maximal effect; on the % scale 0 is the no-effect control and ±100 the full control effect; nearly all actives have a fitted effect of over 55% in size
#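 Step one: seed 2,000 cells per well. Step two: pin-transfer compound or DMSO alongside 5-fluorouridine. Step three: incubate 16 hr, 37 °C, 5% CO2. Step four: add ONE-Glo, wait 30 min, read luminescence.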
# Mito fusion act: qHTS Assay for Small Molecule Inhibitors of Mitochondrial Division or Activators of Mitochondrial Fusion; S. cerevisiae fusion-defective mutant growth rescue, CellTiterGlo 48 h; Potency, µM (titrated, usually from 46.1 µM), for inactives: at the top dose growth rescue (activation), hits mostly activators; hit rate 0.23% among 320,000;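 further: potency means the concentration at half of the fitted maximal effect; % of control where 0% means no effect; nearly all actives have a fitted effect of over 45% in size; temperature-sensitive fusion mutants such as fzo1-1 at 37 °C on non-fermentable ethanol glycerol medium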
#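 Read-out: ATP-based luminescence (CellTiterGlo, 10 min ambient) reporting growth of fusion-defective ts yeast after 48 hours at 37C on glycerol/ethanol YPEG medium in the presence of compound.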
# MBNL1 CUG block: qHTS Assay for Inhibitors of MBNL1-poly(CUG) RNA binding | AID 2675, 2010 | Muscleblind-like protein 1 (Homo sapiens), Q9NR56 | hit rate 0.036% among 280,000 | Potency, µM (top dose mostly 57.5 µM), for the others: at the top dose activity change, negative = inhibition, actives largely listed as inhibitors | TR-FRET MBNL1-His/biotin-(CUG)12 binding, 665/545 ratio; active means well fitted inhibition curve with a large enough effect in the signal ratio, with a control signal flat, not every such curve was filed as active; inconclusive means small, poorly fitted or top-dose-only effect, or effect the other way, or a change in a side signal; inactive means no such curve, though single readings can be large or run the other way; the % refers to the signal ratio; further: potency means the concentration at half of the fitted maximal effect; on the % scale 0 is the no-effect control and ±100 the full control effect
# Target sequence (Q9NR56 whole entry, looked up): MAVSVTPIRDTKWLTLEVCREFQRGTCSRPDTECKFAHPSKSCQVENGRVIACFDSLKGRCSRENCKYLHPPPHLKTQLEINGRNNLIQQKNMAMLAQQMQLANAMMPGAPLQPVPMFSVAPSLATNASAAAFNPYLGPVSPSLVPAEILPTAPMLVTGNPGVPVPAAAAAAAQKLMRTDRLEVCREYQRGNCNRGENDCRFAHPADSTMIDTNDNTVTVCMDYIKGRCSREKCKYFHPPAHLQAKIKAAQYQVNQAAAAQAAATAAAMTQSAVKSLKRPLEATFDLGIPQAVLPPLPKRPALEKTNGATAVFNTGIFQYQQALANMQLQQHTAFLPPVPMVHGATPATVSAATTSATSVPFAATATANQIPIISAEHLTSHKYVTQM
#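 Inhibition of protein-RNA binding appears as loss of TR-FRET between terbium anti-His antibody on MBNL1-His and streptavidin-XL665 on biotin-(CUG)12. Activity is normalized to buffer-only and uninhibited-complex controls.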
# FLuc modulator: qHTS profiling assay for firefly luciferase inhibitor/activator using purifed enzyme and Km concentrations of substrates (counterscreen for miR-21 project); Potency, µM (doses to about 57.5 µM), without a hit: at the highest dose activity change, negative = inhibition, actives largely listed as inhibitors; hit rate 6.9% among 360,000; AID 588342, 2011; purified FLuc, Km substrates, luminescence inhibition; Luciferin 4-monooxygenase (Photinus pyralis), P08659;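 further: potency means the concentration at half of the fitted maximal effect; plate controls were vehicle for no effect and reference inhibitor for full effect; nearly all actives have a fitted effect of over 55% in size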
#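 Biochemical qHTS of compounds, final roughly 60 µM downward over six points, against 10 nM purified firefly luciferase using Km concentrations of substrates (10 uM D-luciferin, 10 uM ATP) in Tris acetate pH 7.5 buffer; luminescence output.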
# PKM2 activator: qHTS Assay for Activators of Human Muscle isoform 2 Pyruvate Kinase | Pyruvate kinase PKM (Homo sapiens), P14618 | Potency, µM (top dose mostly 57.5 µM), for the others: at the highest dose activation, usual class: activators | purified PKM2, Kinase-Glo ATP luminescence, activation; response scale: 0% is enzyme alone, no compound | hit rate 0.34% among 260,000; further: potency means the concentration at half of the fitted maximal effect; on the % scale 0 is the no-effect control and ±100 the full control effect; nearly all actives have a fitted effect of over 55% in size
#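 Purified hPK-M2 (>95%) run at intermediate activity with 0.1 mM ADP and 0.5 mM PEP in 50 mM imidazole pH 7.2, KCl, MgCl2; 1 h room temperature. ATP formed read by Kinase-Glo luminescence; normalized to uninhibited and no-enzyme controls.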
# Starred values were filed as active, the others as inactive; ? = inconclusive; · = not tested or not shown; [ ] = dose if it differs, or a comment. Unless noted, the call rests on the fitted dose curve; in most records, active means well fitted curve in the direction sought with a large enough effect; inconclusive means small, poorly fitted or top-dose-only effect, or another doubt; inactive means no such curve, though single readings can be large; an effect the other way counts as inactive or inconclusive. This is a subset (hit frequency here may not be typical).
SMILES,RORg inh,Rab9 promoter act,Menin MLL FP TR,NPC1 promoter act,KCNH2 3.1 block,VP16 counter,ELG1 repair inh,Mito fusion act,MBNL1 CUG block,FLuc modulator,PKM2 activator
COCCN(C(=O)CCC(=O)Nc1cc(C)on1)C(C(=O)NC1CCCC1)c1ccc(C(C)C)cc1 (centres undefined),16.5%,-3.9%,-8.5%,0.8%,-3.4,-10.3%,-1.6%,-8.9%,0.3%,1.7%,·
Cc1ccc(Cl)cc1N1CCN(C(=O)C2CCCN(S(=O)(=O)c3cnc[nH]3)C2)CC1 (centres undefined),8.4%,0.8%,8.3%,-3.5%,-12.2,-5.3%,-7.7%,-5.5%,-5.9%,0.7%,0.0%
Nn1c(SCC(=O)Nc2cccc(C(F)(F)F)c2)nncc1=O,5.6%,-0.6%,6.3%,-4.6%,-4.3,-1.1%,4.9%,-0.5%,-2.9%,0.2%,20.6%
COc1cccc(CNC(=S)Nc2ccc(Cl)cc2C)c1,6.31µM*,0.1%,15.1%,-4.0%,-7.1,6.31µM*,4.6%,-14.7%,1.2%,-0.7%,-1.8%
CN(C(=O)COC(=O)c1ccccc1C(=O)N1CCN(c2ccccc2)CC1)c1ccccc1,14.5%,1.9%,?,-0.3%,-1.7,-12.7%,-4.6%,18.8%,·,-9.6%,-0.2%
Cc1ccccc1-n1cc(-c2ccc(Br)cc2)nc1SCC(N)=O,18.4%,0.3%,·,3.1%,-20.2,0.6%,-5.9%,3.5%,-12.1%,6.6%,4.8%
O=c1[nH]c(CN2CCN(c3ccccn3)CC2)nc2c(Br)cc(Br)cc12,-0.6%,-8.1%,·,0.0%,-41.7,-5.6%,-18.2%,7.4%,-12.3%,0.4%,0.2%
O=C(Nc1ccc(Cl)cc1)N1CCC(c2nc(-c3ccccc3Cl)no2)CC1,31.4%,-11.8%,1.5%,2.7%,4.4,-13.0%,13µM*,26.8%,-3.8%,-11.8%,-8.9%
Cc1ccc2nc(C)cc(NCCO)c2c1,-1.6%,2.4%,-6.9%,-6.0%,1.2,2.5%,-1.8%,7.6%,-6.3%,2.1%,-12.9%
COc1cccc(C(C)NC(=O)Nc2cc(Cl)ccc2OC)c1 (centres undefined),-35.9%,-0.6%,36.9%[activator],1.1%,3.8,-22.7%,4.9%,2.0%,2.3%,-0.3%,-5.9%
O=C(O)c1cccc2c1C(=O)c1ccc(-c3ccc(Cl)c(C(F)(F)F)c3)cc1S2(=O)=O,·,?,·,16.3%,8.2,·,?,-7.8%,·,?,·
COc1ccc(NC(=S)N(CCN(C)C)C(C)c2ccco2)cc1Cl (centres undefined),?,-4.5%,17.2%,-4.6%,-0.5,-20.4%,-5.4%,-5.9%,·,1.0%,2.6%
COCCn1nnnc1CN1CCN2CCCC2C1 (centres undefined),-8.8%,1.8%,27.7%,-0.8%,-5.4,13.4%,7.1%,-6.1%,-1.9%,3.1%,6.2%
CCOc1ccccc1OCCN1CCCC1,-11.5%,3.2%,-3.7%,-6.4%,0.8,9.4%,-6.5%,1.6%,-2.0%,2.2%,-0.1%
CNC(=O)COc1ccccc1C(=O)Nc1ccc2c(c1)oc1ccccc12,2.3%,-38.1%[inhibitor],15.6%,-18.2%,0.7,2.2%,?,2.1%,42.2%[activator],3.79µM*,-2.7%
Cc1ccc(S(=O)(=O)C/N=C(/NC(=S)N(c2ccccc2)c2ccccc2)c2ccccc2)cc1,?,-1.7%,8.5%,1.9%,-4.8,?,?,2.8%,-16.6%,-15.1%,-21.6%
COc1cccc(NC(=O)/C=C/c2ccc(S(=O)(=O)N3CCOCC3)cc2)c1,·,0.5%,·,6.9%,20.8,·,?,-1.6%,·,-14.1%,·
COC(=O)c1c(C(=O)OC)c2n(c1C)CCC2,-17.4%,3.4%,-10.7%,-0.8%,9.9,5.5%,9.9%,-2.5%,4.7%,0.3%,-0.5%
COc1cc(C2CC(=O)C=C(O)C2)cc(OC)c1OC (centres undefined),-15.2%,7.5%,8.6%,-1.5%,-10.7,-3.5%,-0.9%,2.3%,3.3%,-1.8%,1.6%
CN1CCN(c2ccc(-c3ccnn3C(=O)Nc3ccccc3)cc2)CC1,?,3.55µM*,-5.4%,?,·,-22.1%[10 µM],?,1.5%,-12.7%,16.9µM*,10.5%
CCN(C(=O)COC(=O)CNC(=O)c1ccc(C)s1)c1ccccc1,1.5%,6.5%,3.4%,-3.5%,-10.1,17.5%,6.6%,2.5%,-2.0%,-2.1%,4.1%
COc1ccc(N(CCC#N)S(=O)(=O)c2ccc(Cl)cc2)cc1,25.9%,0.2%,4.1%,4.3%,-1.8,-0.2%,?,-0.7%,-2.8%,8.0%,-9.4%
COc1ccc(C2=NOC(C(=O)NC(C)C)C2)cc1 (centres undefined),28.8%,22.5%,-9.3%,-2.2%,-0.4,6.1%,?,-2.5%,3.0%,-2.7%,0.4%
CCN(C(=O)c1cc2ccccc2oc1=O)c1cccc(C)c1,24.5%,14.2%,-3.3%,3.2%,6.5,5.4%,23.6%,-6.6%,-10.4%,-23.6%,-4.1%
CCC(NC(=O)Nc1nnc(C(F)(F)F)s1)(C(F)(F)F)C(F)(F)F,?,-45.5%[inhibitor],20.6%,-42.1%[inhibitor],-11.8,3.55µM*,23.1µM*,-19.6%,0.4%,-6.5%,0.3%
CCOC(=O)C(=O)CC(=O)c1ccc2c(c1)OCCO2,20.0%,5.0%,-3.7%,8.0%,-0.6,4.3%,?,0.8%,7.4%,?,0.0%
CCCc1cc(=O)oc2c(C)c(OCC(=O)N3C[C@H]4C[C@@H](C3)c3cccc(=O)n3C4)ccc12,8.1%,-3.1%,1.1%,0.8%,8.9,10.7%,?,2.0%,-2.3%,5.9%,-2.9%
CCC(C)NCCCCOc1cc(C)cc(C(C)C)c1 (centres undefined),-7.1%,-6.1%,-26.2%,1.2%,8.6,2.1%,9.6%,2.7%,-12.2%,1.2%,-11.2%
O=C(COc1ccccc1)NC(=S)Nc1cccc([N+](=O)[O-])c1,-7.0%,6.0%,-5.3%,3.4%,17.1,-3.2%,26.4%,11.6%,-5.4%,-6.8%,-18.8%
Cc1cccc(C)c1NC(=O)COC(=O)c1cc(=O)c2ccccc2o1,-1.7%,-0.1%,·,0.0%,10.5,4.7%,6.0%,2.2%,15.7%,-1.7%,-1.8%
CCOC(=O)C1(Cc2ccccc2)CCCN(Cc2ccncc2)C1 (centres undefined),-11.3%,-1.7%,-9.9%,2.0%,10.8,7.2%,-8.4%,7.0%,2.6%,1.7%,1.1%
Cn1c(/N=C/c2cc(Cl)ccc2O)nc2ccccc21,-2.8%,-1.7%,-11.3%,-3.8%,-11.5,-5.9%,-2.4%,2.3%,2.7%,4.6%,-2.5%
CCNC(=O)COC(=O)/C=C/c1cccc([N+](=O)[O-])c1,1.7%,-2.0%,4.9%,-0.9%,-6.1,3.2%,2.1%,-1.7%,?,-0.1%,0.6%
CC(=O)Oc1ccc(C)cc1N1C(=O)c2ccc(C(=O)O)cc2C1=O,-0.6%,-14.8%,6.1%,8.5%,9.3,8.2%,10.5%,1.7%,?,-5.6%,-0.4%
O=C(CCNS(=O)(=O)c1cccc2nsnc12)NCc1cccs1,11.3%,-7.9%,·,-0.2%,-0.5,-1.1%,-15.6%,1.9%,?,-0.5%,-3.0%
C=C(C)COc1ccc(-c2n[nH]c(C)c2-c2ccc(OC)cc2)c(O)c1,2.24µM*,0.6%,?,-3.0%,9.0,?,-41.4%,8.2%,-10.0%,2.2%,8.0%
